TEAD-YAP inh = TEAD-YAP interaction inhibition; HEK-TIYL cells, TEAD-Gal4/YAP UAS-luciferase luminescence; inhibition, % at 9.12 µM; 640,000 compounds, 1.4% hits; AID 1259422; in the data active = inhibition above about 32%;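 note: 0% = median of test compound wells and 100% = reference inhibitor wells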
GPR151 activ = human GPR151 activation; PathHunter beta-arrestin GPR151 cells, luminescence; activation, % at 11.2 µM; AID 1508602; Q8TDV0; 650,000 compounds, 1% hits; in the data active = activation above about 4.9%;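 note: 0% = median of compound wells and 100% = cells with positive control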
Target sequence (Q8TDV0 whole entry, looked up): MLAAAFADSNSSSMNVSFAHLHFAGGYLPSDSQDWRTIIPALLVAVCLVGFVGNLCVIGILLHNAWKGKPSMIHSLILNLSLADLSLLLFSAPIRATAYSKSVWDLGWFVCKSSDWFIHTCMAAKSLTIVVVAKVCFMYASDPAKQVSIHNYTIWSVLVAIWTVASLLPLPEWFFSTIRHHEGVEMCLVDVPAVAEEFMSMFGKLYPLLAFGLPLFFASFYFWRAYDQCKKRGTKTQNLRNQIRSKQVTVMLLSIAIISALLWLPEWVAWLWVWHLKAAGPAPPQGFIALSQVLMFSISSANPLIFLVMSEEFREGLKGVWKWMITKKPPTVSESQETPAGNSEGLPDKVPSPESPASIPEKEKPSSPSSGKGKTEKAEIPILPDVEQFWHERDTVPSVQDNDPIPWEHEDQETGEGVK
MITF primary = inhibitors of human MITF; O75030; AlphaScreen MITF homodimerization, bead proximity signal; inhibition, % at 2.6 µM; 650,000 compounds, 0.91% hits; AID 1259374; in the data active = inhibition above about 50%;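 note: 0% = vehicle wells with protein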
Target sequence (O75030 whole entry, looked up): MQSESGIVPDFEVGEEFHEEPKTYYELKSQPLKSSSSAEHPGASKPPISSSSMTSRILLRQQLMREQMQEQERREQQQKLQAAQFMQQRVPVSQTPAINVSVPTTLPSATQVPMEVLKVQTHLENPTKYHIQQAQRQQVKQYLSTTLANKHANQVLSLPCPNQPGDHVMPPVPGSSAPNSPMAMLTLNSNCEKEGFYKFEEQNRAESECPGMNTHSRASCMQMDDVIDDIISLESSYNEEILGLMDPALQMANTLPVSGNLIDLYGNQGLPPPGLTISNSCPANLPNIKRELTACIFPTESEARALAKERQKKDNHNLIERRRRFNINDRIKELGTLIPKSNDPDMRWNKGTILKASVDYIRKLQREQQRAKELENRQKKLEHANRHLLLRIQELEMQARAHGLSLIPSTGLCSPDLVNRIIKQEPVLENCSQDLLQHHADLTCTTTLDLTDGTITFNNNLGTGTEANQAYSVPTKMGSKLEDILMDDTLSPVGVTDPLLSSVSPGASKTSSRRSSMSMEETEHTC
FBW7 act = activators of human E3 ligase FBW7. normalized activity (activation), % at 26.1 µM. AlphaScreen FBW7–phospho-cyclin E peptide binding, activator screen. 650,000 compounds, 0.13% hits. AID 1259310; in the data active = normalized activity above about 1.9%;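 note: purified mutant Fbw7 with reduced substrate affinity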
* marks the source's active call; other numbers are inactive results.

The opening 3 entries, to show the layout:
SMILES	TEAD-YAP inh	GPR151 activ	MITF primary	FBW7 act
Cc1ccccc1NC(=O)c1nc[nH]c1C(=O)Nc1ccccn1	23	1.9	41	-0.9
O=S(=O)(NCCc1cn2ccccc2n1)c1ccc(Cl)cc1	2	-0.4	-1	0.0
CCOC(=O)c1cnn(-c2ccccc2)c1N(C(=O)c1ccc(Br)cc1)C(=O)c1ccc(Br)cc1	4	0.1	-10	-0.1

Main list, previewed entries included:
SMILES	TEAD-YAP inh	GPR151 activ	MITF primary	FBW7 act
Cc1ccccc1NC(=O)c1nc[nH]c1C(=O)Nc1ccccn1	23	1.9	41	-0.9
O=S(=O)(NCCc1cn2ccccc2n1)c1ccc(Cl)cc1	2	-0.4	-1	0.0
CCOC(=O)c1cnn(-c2ccccc2)c1N(C(=O)c1ccc(Br)cc1)C(=O)c1ccc(Br)cc1	4	0.1	-10	-0.1
COCc1ccc(C(=O)N2Cc3ccc(OC)cc3OC(C)C2)o1 (stereo not given)	-9	0.6	-11	0.0
COCCOC(=O)C1=C(C)NC2=C(C(=O)CC(c3ccc(Cl)cc3)C2)C1c1cccc(F)c1 (stereo not given)	18	0.3	-20	0.0
CCCCOc1ccc(C(=O)Nc2ccc3c4c(cccc24)CC3)cc1	4	1.9	10	0.0
Cc1ccc(NC(=O)c2cc([N+](=O)[O-])ccc2N2CCCCC2)cc1S(=O)(=O)N(C)C	6	-1.1	-4	-0.1
CC(C)c1nnc(N2C(=O)C(O)=C(C(=O)c3cccs3)C2c2cccnc2)s1 (stereo not given)	6	-2.2	27	0.2
CCOC(=O)N1CCC(n2c(SCc3cc(=O)n4ccccc4n3)nc3ccsc3c2=O)CC1	9	-0.7	4	0.0
NC(=O)c1nc(-c2ccc(Br)cc2)nc2c1[nH]c(=O)n2-c1ccccc1	-22	-2.4	10	0.8
CCc1ncc(C(O)c2ccc(C(C)C)cc2)n1C (stereo not given)	4	1.1	4	0.0
Cc1cc(C)nc(-n2nc(C)cc2C)n1	-6	0.5	2	-0.1
c1cc(CNc2nc(CN3CCOCC3)nc3sc4c(c23)CCC4)ccn1	4	0.6	15	0.1
CCOC(=O)c1sc(N2C(=O)C(=O)/C(=C(/O)c3ccccc3)C2c2cccs2)nc1C (stereo not given)	-1	-0.3	15	-0.1
O=C(O)CCC(=O)NNC(=O)c1ccc(Br)cc1	4	-0.8	20	1.5
O=S(=O)(c1ccc(Cl)c(F)c1)N1CCC(c2nc(-c3ccncc3)no2)CC1	-8	0.1	-7	-0.2
Cc1ccc(OCC(=O)N2CCOCC2)c([N+](=O)[O-])n1	-10	-0.4	15	0.3
CNC(=O)c1c(NC(=O)COc2cccc(C)c2C)sc2c1CCCC2	-7	5.2*	0	-0.1
O=C(CSc1ccccc1)NCc1nc(-c2ccc(Cl)cc2)no1	2	-0.4	5	0.1
CCOC(=O)N1CCc2c(sc(NC(=O)c3ccc(S(=O)(=O)N4CCCC4)cc3)c2C(N)=O)C1	6	1.9	-2	0.2
COC(=O)C(C(=O)Nc1cccc2ccccc12)C1CCCC1 (stereo not given)	-17	0.1	10	0.2
COc1cccc(OC)c1C(=O)OCCN1C(=O)c2ccccc2C1=O	7	-1.0	6	-0.2
CC1(C)NC(=O)N(CC(O)COc2cccc(F)c2)C1=O (stereo not given)	9	3.7	3	-0.1
Cc1nc(NCc2ccccn2)c2ccccc2n1	6	2.3	8	-0.1
CN1CCC(CNS(=O)(=O)CCc2ccccc2)CC1	2	5.7*	14	0.3

The list continues.
SMILES	TEAD-YAP inh	GPR151 activ	MITF primary	FBW7 act
Cc1cc(-c2ccccc2)c2ccc(O)cc2n1	-19	-1.6	16	0.6
COc1ccc(Cl)cc1NC(=O)CC(NCc1ccccc1)C(=O)O (stereo not given)	-4	1.0	-10	0.0
COC(=O)c1c(C)oc2c1cc(NS(=O)(=O)c1ccc(Br)cc1)c1ccccc12	4	0.4	6	-0.1
CCOC(=O)C1=C(C)NC2=C(C(=O)CC(c3ccc(OC)cc3)C2)C1c1ccc(OC)c(OC)c1 (stereo not given)	1	1.3	4	0.0
Cc1cc(S(=O)(=O)NC(C)C)ccc1OCC(=O)O	-1	0.9	-4	-0.2
Cc1ccnc(SCc2cc(=O)c(OC(=O)c3ccco3)co2)n1	-5	1.1	0	-0.1
N#Cc1c(Cl)nsc1NC(=O)c1ccccc1	25	-0.8	8	0.3
COC(=O)c1ccc2c(=O)n(Cc3ccc(C(=O)N4CCC(Cc5ccccc5)CC4)cc3)c(=S)[nH]c2c1	-7	1.6	-3	-0.1
CC(=O)c1cccc(NC(=O)C(C)OC(=O)CNC(=O)c2ccc(C)s2)c1 (stereo not given)	8	0.3	10	0.1
COC(=O)CN(C)C(=O)CC1C(=O)NCCN1Cc1ccc(F)c(F)c1 (stereo not given)	4	2.5	9	0.0
CCN(CC)c1ncnc2sc(C(=O)Nc3ccc(F)cc3)c(C)c12	-4	1.3	-8	0.3
COc1cc(C2C(C(=O)OCCOc3ccccc3)=C(C)NC3=C2C(=O)CC(C)(C)C3)cc(OC)c1O (stereo not given)	9	1.4	6	-0.4
Fc1ccccc1CN1CCN(Cc2cccc3ccccc23)CC1	-12	-0.7	74*	-0.2
COc1ccc(Br)cc1C1C(C(=O)OC(C)C)=C(C)Nc2nnnn21 (stereo not given)	-1	-0.6	14	0.1
CSc1nc2n(n1)C(c1ccccc1C)C1=C(CCCC1=O)N2 (stereo not given)	-4	-0.7	0	0.0
COc1ccc(/C=C2\N=C(c3ccc(Cl)cc3)OC2=O)cc1Br	-1	1.3	-3	0.2
COc1cc(N)c(Cc2nccc3cc(OC)c(OC)cc23)cc1OC	-7	-1.9	11	-0.1
O=C(NC(=S)Nc1cccc2c(O)cccc12)C1CC1	-1	0.4	9	-0.2
COC(=O)CSc1nnc2c(n1)[nH]c1ccccc12	-8	-1.6	18	1.4
N/C(=N\OC(=O)COc1ccc(Cl)cc1)c1cccnc1	-9	-0.9	5	-0.1
CCOC(=O)c1c(NC(=O)C(C)Sc2nnc(CNC(=O)c3cccs3)n2-c2ccc(F)cc2)sc2c1CCCC2 (stereo not given)	1	-0.6	0	0.0
COc1ccccc1NC(=O)CCn1c(=S)[nH]c2ccccc2c1=O	6	1.0	17	0.4
C=CCN1C(=O)C(=O)/C(=C(\O)c2ccc(Br)cc2)C1c1ccc(N(C)C)cc1 (stereo not given)	-7	-0.1	-6	-0.1
COc1ccc(S(=O)(=O)Nc2ccc(C(N)=O)cc2)cc1C	-9	-1.2	2	0.1
Cc1ccc(N(Sc2ccccc2[N+](=O)[O-])C2C=CS(=O)(=O)C2)cc1 (stereo not given)	25	0.4	3	-0.2

Additional structures:
SMILES	TEAD-YAP inh	GPR151 activ	MITF primary	FBW7 act
COc1cc(NC(=O)C2CCCO2)c(OC)cc1Cl (stereo not given)	1	-0.4	11	-0.1
Cc1nc2c(C(=O)NCCc3ccccc3)cnn2c(C)c1Cc1ccccc1Cl	-2	1.9	-4	0.0
CC1(C)OC2OC(C(=O)Nc3ccc4c(c3)OCCO4)C3OC(C)(C)OC3C2O1 (stereo not given)	-5	-0.6	-3	-0.1
COc1ccc2c(=O)c(-c3ccon3)coc2c1	-36	-1.6	2	-0.1
COc1ccccc1NC(=O)CSc1nc(O)cc(=O)n1-c1ccc(C)cc1	9	-0.4	6	0.1
O=C(COC(=O)CNC(=O)C1CCCCC1)Nc1ccc2c(c1)OC(F)(F)O2	3	-0.3	36	-0.1
CC(C)N(C(=O)CSc1nnnn1C1CCCCC1)C(C)C	-4	-0.5	6	0.2
COC(=O)CCSCc1nc2ccccc2c(=O)[nH]1	6	0.9	-1	-0.1
CCCC1CCC(c2nc(-c3ccc([N+](=O)[O-])cc3)no2)CC1 (stereo not given)	4	1.2	-5	0.7
CC(=O)N1CCOc2cc(S(=O)(=O)Nc3ccc(C)cc3Br)ccc21	1	-0.5	15	-0.2
COc1ccc(C2/C(=C(/O)c3ccccc3)C(=O)C(=O)N2CCO)c(OC)c1 (stereo not given)	10	-0.5	18	0.6
Nc1nc(-c2ccc(N3CCOCC3)nc2)nc2c1ncn2-c1ccsc1	22	-2.6	27	0.1
O=C(CN1CCCCC1)Nc1ccccc1	-2	-1.0	35	0.1
CCSc1cc([N+](=O)[O-])ccc1C(=O)NCc1ccccc1	-9	-1.6	1	-0.3
O=C1OC(c2cc(Cl)ccc2Cl)=N/C1=C\c1cccs1	0	0.1	10	-0.1
Cc1nnc(SCc2ccccc2)n1CC1CCCO1 (stereo not given)	5	0.9	-3	0.3
Fc1ccc(Nc2nnc(-c3cnccn3)s2)cc1Cl	-1	0.4	2	0.0
O=C(Oc1ccccc1Cl)c1cccc(S(=O)(=O)N2CCOCC2)c1	1	-0.2	-5	0.0
COC(=O)COc1ccc(S(=O)(=O)N(C)Cc2ccccc2)cc1Cl	10	-0.1	3	-0.1
CC1CCCCN1C(=O)c1ccc(Br)o1 (stereo not given)	-2	0.6	-5	-0.1
CCOC(=O)C1=C(O)/C(=C/c2ccc(OCC(N)=O)cc2)N=C1C	0	-0.4	14	0.0
CCCn1c(=O)n(-c2ccccc2)c(=O)c2c3c(sc21)CN(C(C)=O)CC3	15	-0.6	0	0.8
CCOC(=O)c1ccc(NC(=O)COc2ccc3c(c2)C(=O)CC3)cc1	-5	-0.8	-5	0.4
COc1ccc(-n2c(C)cn3c4c(=O)n(C)c(=O)n(C)c4nc23)cc1	5	-0.3	6	0.1
Cc1c(/C=C/c2ccc(Cl)cc2)n[nH]c(=O)c1C#N	1	2.5	-1	-0.1

Going on with the list:
SMILES	TEAD-YAP inh	GPR151 activ	MITF primary	FBW7 act
COc1ccc(OCc2ccccc2C)c(C=O)c1	-2	-0.6	-4	-0.1
CC(C)(C)c1ccc(/C=C(\C#N)C(=O)NCc2cccnc2)cc1	4	0.9	1	0.1
CCOc1ccc2ccccc2c1/C=N/NC(N)=S	40*	-0.9	-17	-0.1
Cc1cc(S(=O)(=O)NCc2ccc3c(c2)CCO3)c(C)s1	-4	-0.1	10	0.1
Clc1cccc(CN2CCN(c3ccccn3)CC2)c1	-4	-0.6	50	0.1
Cc1c(C2(O)C(=O)Nc3ccc(F)cc32)c(=O)n(-c2ccccc2)n1C (stereo not given)	-3	0.2	8	-0.1
COc1ccc(-c2nc3n(n2)C(c2ccncc2)C(C(=O)Nc2cccnc2)=C(C)N3)cc1 (stereo not given)	2	-0.9	5	0.0
c1cncc(CSc2nnc3ccc(-c4ccc5c(c4)OCO5)nn23)c1	6	-0.2	-7	0.0
Cc1cc(Cl)nc(NNC(=O)NC2CCCCC2)c1C#N	9	-0.3	15	0.2
Cc1ccc2c(c1)cc(CN(Cc1cccnc1)C(=O)c1ccc(Cl)cc1)c1nnnn12	2	0.4	-3	0.0
CCCC(=O)C1=C(O)C(C(=O)OC)C(C)(C)CC1=Nc1ccccc1N (stereo not given)	-31	-6.9	3	-0.2
COCCN(C(C)=O)c1nnc(-c2ccccc2C)s1	-11	-0.1	0	0.1
CN1C2CCC1CC(N(CCc1c[nH]c3ccccc13)C(=O)c1ccc(Cl)cc1)C2 (stereo not given)	-7	0.1	-5	-0.2
OCCNc1nc(NC2CCN(Cc3ccccc3)CC2)nc2c1ncn2-c1ccccc1	-3	-1.9	5	-0.1
O=C(Cn1sc2ccccc2c1=O)NCc1ccc(F)cc1	-6	-0.1	0	-0.2
COc1cccc(Cn2c(C)nc3ccc([N+](=O)[O-])cc3c2=O)c1	5	-0.4	6	-0.1
Cc1ccc(N2CCN(C(=O)c3sc4ncn(Cc5cccc(F)c5)c(=O)c4c3C)CC2C)cc1 (stereo not given)	12	-0.3	7	-0.2
O=C(CC(NCc1ccccn1)C(=O)O)Nc1ccc(F)cc1 (stereo not given)	-15	2.3	108*	-0.1
O=C(CSc1nc2sc3c(c2c(=O)n1-c1ccc(Cl)cn1)CCCC3)c1ccc2c(c1)OCCO2	7	-1.1	12	0.0
O=C(CC1C(=O)NCCN1Cc1ccc(Cl)c(F)c1)NCC1CCN(CCO)CC1 (stereo not given)	-6	1.0	1	-0.1
Cc1nnc2c(NCCCO)nc3ccccc3n12	8	-1.4	5	-0.1
CCN1CCN(c2ncnc3c2cnn3-c2cccc(C)c2)CC1	-51	-2.6	5	-0.1
O=C(NC1CCCCC1)c1ccc(N2CCC3(CC2)OCCO3)c([N+](=O)[O-])c1	-1	0.5	7	0.0

Four structures already listed, sorted by length of the SMILES, low to high:
SMILES	TEAD-YAP inh	GPR151 activ	MITF primary	FBW7 act
COc1cc(NC(=O)C2CCCO2)c(OC)cc1Cl (stereo not given)	1	-0.4	11	-0.1
CC1(C)NC(=O)N(CC(O)COc2cccc(F)c2)C1=O (stereo not given)	9	3.7	3	-0.1
CCN(CC)c1ncnc2sc(C(=O)Nc3ccc(F)cc3)c(C)c12	-4	1.3	-8	0.3
c1cncc(CSc2nnc3ccc(-c4ccc5c(c4)OCO5)nn23)c1	6	-0.2	-7	0.0

Whole records from above:
Record of COCCN(C(C)=O)c1nnc(-c2ccccc2C)s1 → TEAD-YAP inh = -11; GPR151 activ = -0.1; MITF primary = 0; FBW7 act = 0.1
Record of Cc1ccc2c(c1)cc(CN(Cc1cccnc1)C(=O)c1ccc(Cl)cc1)c1nnnn12 → TEAD-YAP inh = 2; GPR151 activ = 0.4; MITF primary = -3; FBW7 act = 0.0
Record of OCCNc1nc(NC2CCN(Cc3ccccc3)CC2)nc2c1ncn2-c1ccccc1 → TEAD-YAP inh = -3; GPR151 activ = -1.9; MITF primary = 5; FBW7 act = -0.1

High-throughput results (PubChem BioAssay)
